KCNQ1 inh: inhibitors of human KCNQ1 potassium channel | P51787 | CHO-K1 KCNQ1, FluxOR thallium flux fluorescence; active compounds read high | B-score at 10 µM | actives 1.3% (n = 310,000);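 active = compounds whose thallium flux B-score, printed positive for inhibition, exceeds three library SD while starting fluorescence stays within three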;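 note: channel opened by potassium depolarization with thallium stimulus after 20 min compound exposure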
HDAC3 inh: blocks human histone deacetylase 3 | recombinant HDAC3, fluorogenic peptide/trypsin coupled, fluorescence | inhibition, % at 8.3 µM | AID 2718 | actives 0.15% (n = 320,000); in the data active = inhibition above about 26%, passing the limit was not always enough; inconclusive = no clear call, values can overlap the other calls
TRPC4 agonist: activators of mouse TRPC4 channel. B-score at 10 µM. actives 0.49% (n = 310,000). AID 2237. HEK293 TRPC4beta/mu-opioid, Fluo4 calcium fluorescence; active compounds read high;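 active = B-score above 5 SD of library B-scores, and initial fluorescence ratio not above library mean plus 5 SD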;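 note: positive B-score marks a calcium rise read as TRPC4 activation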
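Material: TRPC4beta and mu-opioid receptor HEK293 stable cells | Incubation: 45 min room-temperature Fluo4 loading, 110 s read | Detection: Kinetic Fluo4 calcium fluorescence | Measure: Integrated baseline-normalised fluorescence ratio, converted to per-well B score | Benchmarks: Low control buffer alone, high control maximal DAMGO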
KCNK9 inh: blocks the human KCNK9 two-pore domain potassium channel; Q9NPC2; HEK293 KCNK9, FluxOR thallium flux fluorescence; active compounds read low; B-score at 10 µM; actives 1.2% (n = 310,000); AID 488922;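 active = ratio B-score over 3 SD below the library mean, with starting fluorescence within 5 SD of its mean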;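 note: negative B-score means less thallium flux so channel inhibition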
Target sequence (Q9NPC2 whole entry, looked up, the tested form may be a part): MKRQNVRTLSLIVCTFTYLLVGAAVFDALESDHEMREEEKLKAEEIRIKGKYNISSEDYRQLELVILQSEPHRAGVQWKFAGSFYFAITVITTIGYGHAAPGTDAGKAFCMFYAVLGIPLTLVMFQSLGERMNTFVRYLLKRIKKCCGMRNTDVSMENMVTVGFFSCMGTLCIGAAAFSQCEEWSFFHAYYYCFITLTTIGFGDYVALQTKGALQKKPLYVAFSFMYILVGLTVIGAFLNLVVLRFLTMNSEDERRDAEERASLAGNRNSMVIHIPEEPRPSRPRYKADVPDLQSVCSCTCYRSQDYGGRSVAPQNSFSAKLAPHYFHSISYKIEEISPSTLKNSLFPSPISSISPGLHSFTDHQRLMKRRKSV
TRPC4 potent: allosteric potentiators of mouse TRPC4 channel | B-score at 10 µM | Q9QUQ5 | HEK293 TRPC4beta/mu-opioid, DAMGO EC20, Fluo-4 Ca2+ flux; active compounds read high | actives 0.42% (n = 310,000);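 active = B-score of calcium response area above 5 SD of library B-scores, with initial fluorescence ratio within 5 SD of library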;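 note: B-score of integrated fluorescence ratio over time as area under calcium response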
hERG rescue: hERG (human) protection from proarrhythmic block | Q12809 | CHO-hERG, FluxOR thallium flux, dofetilide IC70 present | activation (rescue from dofetilide block), less the hit threshold, % at 10 µM | actives 0.51% (n = 310,000);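 active = activation above the mean of controls blocked by dofetilide plus 5 SD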;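 note: thallium influx through hERG after potassium depolarization seen as dye fluorescence rise; in these data hits start at about 4.7%; inactives centre near -7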
ANO1 activ: mouse TMEM16A channel activation, primary screen. B-score at 10 µM. AID 623877. HEK293 TMEM16A/YFP-H148Q/I152L, iodide quench fluorescence; active compounds read low. Q8BHY3. actives 0.3% (n = 340,000);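 active = fluorescence-ratio B-score plate-corrected deviation score at least 3 library SD below zero, with starting fluorescence score within 5 deviations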;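 note: channel opened by trigger with iodide after compound preincubation; score built on the fluorescence ratio of max minus min over baseline; more negative score means more quench and so TMEM16A activation or potentiation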
KCNQ1 act: potentiates or activates the human KCNQ1 potassium channel; P51787; CHO-K1 KCNQ1, thallium flux FluxOR fluorescence; active compounds read high; B-score at 10 µM; actives 0.35% (n = 310,000); AID 2648;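 active = fluorescence ratio B-score, a plate-corrected score, at least three library SD, with initial intensity B-score within 5 SD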
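Assay system: CHO-K1 cells stably expressing KCNQ1; Medium: assay buffer with matched DMSO; Also added: K+/Tl+ depolarizing stimulus; Dosing: single dose; Timing: dye 90 min, compound 20 min, room temperature; Measured by: kinetic FluxOR thallium fluorescence, 10-s 1-Hz baseline, 110-s post-stimulus read; Read-out: peak-minus-minimum fluorescence over initial fluorescence, negative-control normalized, B-scored.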
TMEM16A inh: inhibitors of mouse TMEM16A calcium-activated chloride channel; Q8BHY3; HEK293 TMEM16A/YFP iodide influx fluorescence, ionomycin; normalized B-score (activity score, 25-100; higher = stronger inhibition) at 10 µM; actives 1.2% (n = 310,000);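 active = ratio plate-corrected score three or more library SD toward inhibition, starting fluorescence score within five deviations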;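 note: score derived from kinetic fluorescence span divided by baseline fluorescence per well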
DYRK1A inh: inhibitors of rat Dyrk1A kinase. ADP-Glo luminescence, NFATc1 peptide. Q63470. inhibition, % at 12.5 µM. actives 0.43% (n = 310,000). AID 504441; in the data active = inhibition above about 50%;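 note: plate controls were vehicle with enzyme for no effect and no enzyme for full effect; many of its hits are not listed in these tables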
KCNK3 block: human KCNK3 channel inhibition, primary screen. O14649. CHO-KCNK3 thallium flux, FluxOR fluorescence; active compounds read low. B-score at 10 µM. actives 0.84% (n = 340,000). AID 602410;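 active = B-score under library mean minus 4 SD, starting fluorescence ratio at most library mean plus 5 SD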;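 note: more negative B-score means stronger inhibition of thallium flux through KCNK3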
Target sequence (O14649 whole entry, looked up): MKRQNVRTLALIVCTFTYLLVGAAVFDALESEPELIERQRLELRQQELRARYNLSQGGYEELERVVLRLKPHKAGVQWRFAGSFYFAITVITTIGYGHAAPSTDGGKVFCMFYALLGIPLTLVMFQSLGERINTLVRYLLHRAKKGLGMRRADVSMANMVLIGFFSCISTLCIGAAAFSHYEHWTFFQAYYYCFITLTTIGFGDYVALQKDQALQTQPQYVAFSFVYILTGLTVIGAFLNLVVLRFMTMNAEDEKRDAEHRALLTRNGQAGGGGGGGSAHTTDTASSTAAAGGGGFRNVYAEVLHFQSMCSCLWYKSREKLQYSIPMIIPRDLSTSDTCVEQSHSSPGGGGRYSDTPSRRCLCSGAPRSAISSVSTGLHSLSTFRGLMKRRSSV
* marks the source's active call; other numbers are inactive results; i = inactive; ? = inconclusive; · = not tested or not shown. These rows are one share of the data, so the mix of outcomes need not match the whole.

SMILES | KCNQ1 inh | HDAC3 inh | TRPC4 agonist | KCNK9 inh | TRPC4 potent | hERG rescue | ANO1 activ | KCNQ1 act | TMEM16A inh | DYRK1A inh | KCNK3 block
COc1ccc(OC)c(/C=N/NC(=O)c2cc3c(OC)cc(OC)cc3[nH]2)c1 | i | 1.5 | i | i | i | -7.4 | i | i | i | -2.4 | i
C1=C(CCNc2ncnc3c2cnn3-c2ccccc2)CCCC1 | i | 2.4 | i | i | i | -10.9 | i | i | i | -4.3 | i
CCc1nnc(NC(=O)CCC(=O)Nc2ccc(C)cc2)s1 | i | 1.3 | i | i | i | -1.9 | i | i | i | · | i
Cc1nnc(SCC(=O)Nc2ccccc2F)n(N)c1=O | i | 1.4 | i | i | i | -6.9 | i | i | i | · | i
COc1cccc(C(=O)N/N=C2/SCC(=O)N2CCc2ccc(OC)c(OC)c2)c1 | i | ? | i | i | i | -3.4 | i | i | i | 3.1 | i
COc1ccc(CNC(=O)C2CCCN(S(=O)(=O)c3c(C)n[nH]c3C)C2)cc1 (stereo not drawn) | i | -0.2 | i | i | i | -1.6 | i | i | i | · | i
CC(=O)Nc1c(C)nn(-c2ccc(C)c(C)c2)c1C | i | 8.5 | i | i | i | -4.1 | i | i | i | -4.4 | i
Cc1cccc(OCCOC(=O)C2CCN(S(=O)(=O)c3ccc(C)c(C)c3)CC2)c1 | i | -0.6 | i | i | i | -16.7 | i | i | i | 5.5 | i
CCOC(=O)c1[nH]c(C)c(C(=O)NCCCN2CCOCC2)c1C | i | 1.0 | i | i | i | -10.4 | i | i | i | 4.1 | i
CCOC(=O)c1nnn(CC(=O)Nc2cccc(Cl)c2C)c1C(=O)OCC | i | 4.7 | i | i | i | -3.2 | i | i | i | 2.8 | i
Cc1ccc(S(=O)(=O)NCCCN2CCOCC2)cc1C | i | ? | i | i | i | -7.5 | i | i | i | -1.5 | i
O=C(Nc1ccnn1C1CCN(Cc2ccc3nonc3c2)CC1)c1cccc(F)c1 | i | -4.4 | i | i | i | -3.0 | i | i | i | 4.3 | i
CSc1ccccc1NC(=O)CCn1c(=O)sc2ccccc21 | i | -1.7 | i | i | i | -2.9 | i | i | i | 5.5 | i
CCOc1cc(C)c(S(=O)(=O)Nc2ccc3cn[nH]c3c2)cc1C | i | 1.4 | i | i | i | -4.7 | i | i | i | 4.8 | i
CCC(C)n1c(-c2cccc(S(=O)(=O)N(CC)CC)c2)n[nH]c1=S (stereo not drawn) | i | 8.7 | i | i | i | -18.1 | i | i | i | -2.1 | i
Cc1cccc(C(=O)NCC(=O)OCCOc2ccccc2Cl)c1 | i | -0.4 | i | i | i | -17.3 | i | i | i | 16.1 | -9.14*
CC(NC(=O)CN1CCN(S(=O)(=O)c2ccc(Br)cc2)CC1)c1ccccc1 (stereo not drawn) | i | 3.8 | i | i | i | -18.1 | i | i | i | -2.0 | i
O=c1cc(N2CCN(Cc3ccccc3)CC2)[nH]c(=O)n1-c1ccc(Br)cc1 | i | -1.1 | i | i | i | -9.4 | i | i | i | -6.5 | i
COc1cccc(C2C(C(=O)c3cc4ccccc4o3)=C(O)C(=O)N2CCN2CCOCC2)c1 (stereo not drawn) | i | 5.7 | i | i | i | -16.1 | i | i | i | 2.9 | i
CCOc1ccccc1CN1C(=O)c2ccccc2C1C(=O)NCC1CCCO1 (stereo not drawn) | i | -2.3 | i | i | i | -5.3 | i | i | i | 5.9 | i
O=C(O)CCCn1cc(NC(=O)c2sc3ccccc3c2Cl)cn1 | i | · | i | i | i | -4.5 | i | i | i | 36.7 | i
O=C(Nc1ccccc1)C1=C[C@@H](C2CCCCC2)C[C@@H](OCCCCO)O1 | i | 8.1 | i | i | i | -7.2 | i | i | i | 6.5 | i
CC(=O)Oc1ccc(-c2csnn2)cc1 | i | -3.6 | i | i | i | -7.3 | i | i | i | 10.7 | i
COCC1CCN(Cc2nc(-c3ccc(OC)cc3)no2)CC1 | i | -4.7 | i | i | i | -5.9 | i | i | i | -4.6 | i

Shown as a markdown table: two of the compounds above
| smiles | KCNQ1 inh | HDAC3 inh | TRPC4 agonist | KCNK9 inh | TRPC4 potent | hERG rescue | ANO1 activ | KCNQ1 act | TMEM16A inh | DYRK1A inh | KCNK3 block |
| --- | --- | --- | --- | --- | --- | --- | --- | --- | --- | --- | --- |
| Cc1nnc(SCC(=O)Nc2ccccc2F)n(N)c1=O | i | 1.4 | i | i | i | -6.9 | i | i | i | · | i |
| COc1cccc(C(=O)N/N=C2/SCC(=O)N2CCc2ccc(OC)c(OC)c2)c1 | i | ? | i | i | i | -3.4 | i | i | i | 3.1 | i |

Among those listed so far, these have an NH in an aromatic ring.
SMILES | KCNQ1 inh | HDAC3 inh | TRPC4 agonist | KCNK9 inh | TRPC4 potent | hERG rescue | ANO1 activ | KCNQ1 act | TMEM16A inh | DYRK1A inh | KCNK3 block
COc1ccc(OC)c(/C=N/NC(=O)c2cc3c(OC)cc(OC)cc3[nH]2)c1 | i | 1.5 | i | i | i | -7.4 | i | i | i | -2.4 | i
COc1ccc(CNC(=O)C2CCCN(S(=O)(=O)c3c(C)n[nH]c3C)C2)cc1 (stereo not drawn) | i | -0.2 | i | i | i | -1.6 | i | i | i | · | i
CCOC(=O)c1[nH]c(C)c(C(=O)NCCCN2CCOCC2)c1C | i | 1.0 | i | i | i | -10.4 | i | i | i | 4.1 | i
CCOc1cc(C)c(S(=O)(=O)Nc2ccc3cn[nH]c3c2)cc1C | i | 1.4 | i | i | i | -4.7 | i | i | i | 4.8 | i
CCC(C)n1c(-c2cccc(S(=O)(=O)N(CC)CC)c2)n[nH]c1=S (stereo not drawn) | i | 8.7 | i | i | i | -18.1 | i | i | i | -2.1 | i
O=c1cc(N2CCN(Cc3ccccc3)CC2)[nH]c(=O)n1-c1ccc(Br)cc1 | i | -1.1 | i | i | i | -9.4 | i | i | i | -6.5 | i

Bioassay records deposited in PubChem by several laboratories.
